All columns: NCI-60 one-dose screen, growth in % after 48 h at 10 µM unless noted; 100 = growth as untreated, 0 = no growth, -100 = all killed.
UO-31: UO-31 renal cancer. 81,000 tested, 5.2% active
TK-10: TK-10 renal cancer cells; 81,000 tested, 3.9% active
ACHN: ACHN renal cancer | 81,000 tested, 4.9% active
SK-OV-3: SK-OV-3 ovarian cancer cells; 80,000 tested, 3.2% active; AID 1794785
IGROV1: IGROV1 ovarian cancer; 79,000 tested, 4.7% active; AID 1794786
786-0: 786-0 renal cancer cells. 81,000 tested, 5.1% active
RXF 393: RXF 393 renal cancer cells | 77,000 tested, 6.9% active | AID 1794773
SN12C: SN12C renal cancer cells; 81,000 tested, 3.8% active
Active calls of the source: *; . = no result given; & = joins results of further samples. Rule for the calls: active = growth percent below 10; inactive = the rest.

SMILES	UO-31	TK-10	ACHN	SK-OV-3	IGROV1	786-0	RXF 393	SN12C
Nc1ccc(-c2cc(-c3ccccn3)[nH]n2)cc1	89	.	105	112	114	107	119	103
Cc1ccc(C)c2c(Cl)c3c(C)ccc(C)c3nc12	89	98	97	87	98	91	98	88
COc1ccc(-c2nc(SCc3nc4ccccc4[nH]3)nc(N3CCOCC3)c2C#N)cc1	44	43	74	42	41	53	74	69
COc1cc(C2C(C#N)=C(N)Oc3cc(O)ccc32)cc(OC)c1OC (centres undefined)	43	.	52	44	35	41	-9.1*	36
COc1ccccc1C(C#N)N1CCCN(C(C#N)c2ccccc2OC)C1c1cc(Cl)cc(Cl)c1O (centres undefined)	82	110	101	103	111	109	109	99
CC(C)c1cc(CN2C(C)COCC2C)cc(C(C)C)c1O (centres undefined)	89	94	109	99	116	106	107	100
COc1ccc(C(=O)C[C@]2(O)C(=O)Nc3c(Cl)ccc(Cl)c32)cc1	47	72	45	33	35	56	-3.0*	40
O=C(NC(Cc1ccccc1)C(=O)O)OCc1ccccc1 (centres undefined)	94	109&119	102&106	108&105	104&113	99&100	107	94&99
COc1ccc(-c2ccc(-c3ccc(-c4ccc(C(=N)N)cc4)s3)s2)cc1	83	113	100	.	100	101	.	98
O=C1/C(=C2\SC(=S)N(C3CCCCCCC3)C2=O)SC(=S)N1C1CCCCCCC1	81	90	101	106	107	101	108	97
NC(Cc1ccccc1)C(=O)NNc1n[nH]c(=S)n1N (centres undefined)	80	96	101	114	104	100	.	96
Cc1cn2c(/C=C3/C(=O)Nc4c3ccc3ccccc43)c(C(F)(F)F)nc2s1	35	36	49	.	42	25	-19*	38
C=C(C)[C@@H]1CC[C@]2(C(=O)NCCCCCN(CCC#N)CCC#N)CC[C@]3(C)[C@H](CC[C@@H]4[C@@]5(C)CCC(=O)C(C)(C)[C@@H]5CC[C@]43C)[C@@H]12	72	75	99	118	98	92	58	89
CC(C)CCSc1nc(-c2ccc(F)cc2)c(C#N)c(N2CCOCC2)n1	72	82	88	99	104	90	97	92
COc1cc(-c2cc(-c3ccc(Nc4ccnc5cc(Cl)ccc45)cc3)nc(N3CCOCC3)n2)cc(OC)c1OC	38	-76*	17	99	1.7*	-65*	-8.4*	-12*
[O-][n+]1onc(C23CC4CC(CC(C4)C2)C3)c1SCc1ccccc1	85	108	99	104	105	99	100	89
CCC(=O)c1cc(C(=O)OC)c2ccc3c4ccccc4ccc3n12	53	64	0.7*	122	70	67	82	58
O=C(Cn1cc(CSc2nnc3oc4ccccc4n23)nn1)Nc1ccc(Br)cc1	74	86	75	54	75	70	6.7*	61
CCN(CC)CCCOC(=O)Nc1ccccc1Cl	92	99	108	111	123	99	109	102
COc1cc(NC(=O)Nc2ccc3c(ccn3C(=O)c3cccc(F)c3)c2)cc(OC)c1	100	88	87	92	105	74	50	94
CCCCNC(=O)C1(N2C(=O)c3ccccc3C2=O)CCCC1	94	98	109	102	121	99	114	100
COC1=CC2C(C)(O)c3ccccc3N3C(=O)COC23C=C1 (centres undefined)	91	100	108	99	103	101	112	94
CC/C=C\C[C@H]1C/C=C2/C(=O)C=C[C@H]2C/C=C\CCCC(=O)O1	56	30	-68*	37	12	25	37	.
Cc1onc(-c2c(Cl)cccc2Cl)c1C(=O)N[C@@H]1C(=O)N2[C@@H]1SC(C)(C)[C@@H]2C(=O)O	86	.	100	116	110	104	112	91
Cc1ccc(NC(=O)c2cc3ccccc3cc2O)c(C)c1	69	94	92	99	80	85	113	90
Oc1ccccc1/C=N/N=C\c1ccccc1Cl	40	132	96	96	70	100	97	93
Cc1nn2c(-c3nc4ccc(Cl)cc4[nH]3)c(-c3ccccc3)nc2s1	78	101	.	107	90	97	85	96
O=c1n(C2OC(CO)C(O)C2O)ccc2nccn12 (centres undefined)	100	122	104	117	113	103	162	107
COc1c(NC[C@H]2OC(O)[C@H](O)[C@@H](O)[C@@H]2O)c(=O)c1=O (some centres undefined)	87	97	105	106	120	102	97	101
C#C[C@]1(O)CC[C@H]2[C@@H]3CC=C4c5sc(Nc6ccncc6)nc5CC[C@]4(C)[C@H]3CC[C@@]21C	-62*	12	19	-38*	24	-60*	-63*	44
CN1C2CC(c3ccccc3)=NN(C(N)=O)C2C2CC(c3ccccc3)=NN(C(N)=O)C21 (centres undefined)	90	82	96	86	105	100	137	96
CCOC(=O)C(NC(=O)Cc1ccccc1)C(=O)OCC	88	103	107	105	100	97	108	100
COc1ccc(-c2nc3ccccn3c2-c2nc3ccc(F)cc3[nH]2)cc1	82	105	87	99	90	93	88	97
COc1ccc(-c2c3c(nn2-c2ccc(OC)cc2)CCc2cnoc2-3)cc1	83	119	85	108	106	84	97	94
N#C/C(=C\c1ccc(Cl)cc1Cl)C(=O)Nc1cc(-c2ccccc2)nn1-c1ccccc1	85	110	95	88	89	100	94	90
COc1cc(C2C=C(C)N=C3SC=CN32)cc(OC)c1OC (centres undefined)	90	107	115	112	111	113	.	105
O=c1cc(Cc2ccccc2)[nH]c(=S)[nH]1	.	104	99	103	125	.	107	97
CCOC(=O)c1cn2c3c(c(C)cc(C)c3c1=O)C(=O)CC2	88	96	120	86	91	98	109	95
CC(C)(C)[C@@H](OCc1cn([C@H]2C[C@@H](O)[C@@H](CO)O2)c(=O)[nH]c1=O)c1ccc(C#Cc2ccccc2)cc1[N+](=O)[O-]	66	85	89	92	108	63	86	98
C#CCNC(=O)c1cccc2c1cc(C)n2-c1nc2c(c(NCc3ccccc3)n1)CCCC2	-64*	-15*	3.3*	2.5*	-22*	-48*	-68*	-41*
COc1cccc(/C=C2\SC(=Nc3ccc(NC(C)=O)cc3)NC2=O)c1	113	123	107	99	124	108	122	102
Cc1ccc(-c2ccccc2C(=O)O)cc1	114	96	105	104	125	100	110	110
O=C1CCC(Nc2ccc(F)cc2)N1 (centres undefined)	91	94	89	109	103	100	123	104
O=C1NC(O)C(O)N1 (centres undefined)	96	.	103	112	102	104	111	107
CN(C)Cc1cc(CN(C)C)c(O)c(CN(C)C)c1	88	103	109	97	117	113	108	109
COc1c(N2CC3CCCNC3C2)c(F)cc2c(=O)c(C(=O)N/N=C/c3ccoc3)cn(C3CC3)c12 (centres undefined)	81	100	104	109	90	91	.	89
CC1(C)Oc2cc3oc(=O)ccc3cc2C[C@@H]1OCCOS(=O)(=O)c1ccc(O)c(C(=O)O)c1	90	105	101	.	108	104	.	104
CCOC(=O)C1=C(C(=O)c2ccc(OC)cc2)C(c2ccc(Cl)cc2Cl)C(C(=O)c2ccc(OC)cc2)=C(C(=O)OCC)N1	.	111	95	110	103	89	100	102
O=C(CNC1C2CC3CC(C2)CC1C3)Sc1nnc2sc3ccccc3n12 (centres undefined)	78	127	100	94	104	.	114	101
N[C@@H](C(=O)N[C@@H]1C(=O)N2C(C(=O)O)=C(Cl)CS[C@H]12)c1ccccc1	89	107	.	115	125	98	107	101

Taken from above for reference:
SMILES	UO-31	TK-10	ACHN	SK-OV-3	IGROV1	786-0	RXF 393	SN12C
O=C(CNC1C2CC3CC(C2)CC1C3)Sc1nnc2sc3ccccc3n12 (centres undefined)	78	127	100	94	104	.	114	101
N[C@@H](C(=O)N[C@@H]1C(=O)N2C(C(=O)O)=C(Cl)CS[C@H]12)c1ccccc1	89	107	.	115	125	98	107	101

Reformatted field by field: 4 of the compounds above
> O=C1CCC(Nc2ccc(F)cc2)N1 (centres undefined)
  UO-31 = 91 | TK-10 = 94 | ACHN = 89 | SK-OV-3 = 109 | IGROV1 = 103 | 786-0 = 100 | RXF 393 = 123 | SN12C = 104

> O=C1NC(O)C(O)N1 (centres undefined)
  UO-31 = 96 | TK-10 = . | ACHN = 103 | SK-OV-3 = 112 | IGROV1 = 102 | 786-0 = 104 | RXF 393 = 111 | SN12C = 107

> CN(C)Cc1cc(CN(C)C)c(O)c(CN(C)C)c1
  UO-31 = 88 | TK-10 = 103 | ACHN = 109 | SK-OV-3 = 97 | IGROV1 = 117 | 786-0 = 113 | RXF 393 = 108 | SN12C = 109

> COc1c(N2CC3CCCNC3C2)c(F)cc2c(=O)c(C(=O)N/N=C/c3ccoc3)cn(C3CC3)c12 (centres undefined)
  UO-31 = 81 | TK-10 = 100 | ACHN = 104 | SK-OV-3 = 109 | IGROV1 = 90 | 786-0 = 91 | RXF 393 = . | SN12C = 89

Profiles, quoted from the list:
`COC1=CC2C(C)(O)c3ccccc3N3C(=O)COC23C=C1` (centres undefined) in the list: UO-31 = 91; TK-10 = 100; ACHN = 108; SK-OV-3 = 99; IGROV1 = 103; 786-0 = 101; RXF 393 = 112; SN12C = 94
`O=C(NC(Cc1ccccc1)C(=O)O)OCc1ccccc1` (centres undefined) in the list: UO-31 = 94; TK-10 = 109&119; ACHN = 102&106; SK-OV-3 = 108&105; IGROV1 = 104&113; 786-0 = 99&100; RXF 393 = 107; SN12C = 94&99
`O=C(Cn1cc(CSc2nnc3oc4ccccc4n23)nn1)Nc1ccc(Br)cc1` in the list: UO-31 = 74; TK-10 = 86; ACHN = 75; SK-OV-3 = 54; IGROV1 = 75; 786-0 = 70; RXF 393 = 6.7*; SN12C = 61

Further records:
SMILES	UO-31	TK-10	ACHN	SK-OV-3	IGROV1	786-0	RXF 393	SN12C
NC(=S)NN=C1CCCC1	63	105	107	110	93	106	107	94
CC(C)NCC1CCc2cc(CO)c([N+](=O)[O-])cc2N1 (centres undefined)	64	102	105	99	.	101	102	101
c1ccc(-c2nnc(Cn3cnnc3)o2)cc1	76	119	94	97	101	85	.	94
CNc1c(C)cccc1C	98	111	112	111	120	113	115	105
CN(C)c1ccc(/C=N/Nc2nc(N/N=C/c3ccc(N(C)C)cc3)nc(N3CCCCC3)n2)cc1	80	118	32	132	94	88	93	50
O=C(O)c1ccc(/C=N\N=C\c2ccco2)cc1	76	104	104	103	115	110	108	94
Clc1ccc(Cl)c(Cc2cc(Cl)ccc2Cl)c1	75	103	97	88	80	91	93	100
CCOC(=O)C1(CCC(=O)OCc2ccccc2)CCCCC1=O (centres undefined)	84	102	102	106	97	119	113	108
COc1ccc2cc(-c3ccc(C(=O)NN)c(C)n3)ccc2c1	84	96	103	96	101	95	113	97
O=C(O)c1c2c(nc3ccccc13)Cc1ccccc1-2	64&74	101&114	101&103	102&100	86&121	101&108	114&182	87&108

Reprinted from the part before: 2 compounds, then new ones.
SMILES	UO-31	TK-10	ACHN	SK-OV-3	IGROV1	786-0	RXF 393	SN12C
COc1ccc2cc(-c3ccc(C(=O)NN)c(C)n3)ccc2c1	84	96	103	96	101	95	113	97
O=C(O)c1c2c(nc3ccccc13)Cc1ccccc1-2	64&74	101&114	101&103	102&100	86&121	101&108	114&182	87&108
C/C(=N\N=C\c1ccc(Cl)cc1)c1nnn(-c2ccc([N+](=O)[O-])cc2)c1C	87	90	105	112	110	90	94	117
CS(=O)(=O)c1ccc(-c2nc3cc(Cl)ccc3n2CC(=O)NN)cc1	84	106	98	90	95	100	102	94
CSc1nc2ccccc2cc1/C=C1/C=C(c2ccccc2)OC1=O	91	100	99	107	95	96	105	98
S=c1[nH]c2cc3ccccc3cc2[nH]1	63	97	89	98	58	109	143	80
CN(CCCCN(C[C@H]1Cc2ncccc2CN1)[C@H]1CCCc2cccnc21)C1CCC(F)(F)CC1	68	82	102	91	111	82	90	86
O=[N+]([O-])c1ccc(N/N=C/c2ccc(O)cc2)nc1	84	94	84	125	67	100	108	101
C#CC(C)(C)OC(C)=O	87	103	116	94	104	101	125	105
N#Cc1c(Nc2ccccc2)nn2c(-c3ccc([N+](=O)[O-])cc3)ccnc12	84	98	102	111	100	98	90	104
O=Cc1ccc2oc3ccccc3c2c1	84	106	107	103	125	106	110	106
Nc1ccc(Sc2ccc([N+](=O)[O-])cc2)cc1	51	94	95	98	78	96	117	103
CCCCCCCCSC1=CC(=O)C(OC)=C(OC)C1=O	-93*	-99*	-78*	86	43	62	-70*	11
COC(=O)c1sc2nc(CN3CCCc4ccccc43)[nH]c(=O)c2c1C	88	132	86	89	.	108	.	95
CC(=O)Nc1ccc2c(c1)C(=O)c1ccccc1C2=O	71	100	85	98	88	108	95	99
c1cncc(-c2nc(N3CCOCC3)c3c4c(sc3n2)CCCCC4)c1	63	71	94	95	83	87	70	91

Screening results from PubChem BioAssay.
